APEX1 inh: APE1 (human) endonuclease inhibition; Potency, µM (highest dose often 65.8 µM), without a hit: top-dose activity change, negative = inhibition, hits mostly inhibitors; P27695; AID 2517; recombinant APE1, TAMRA/BHQ-2 abasic DNA cleavage fluorescence; actives 0.35% (n = 350,000);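 further: plate controls were vehicle for no effect and reference inhibitor for full effect; nearly all actives have a fitted effect of over 55% in size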
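Activity was derived from the fluorescence gain between first and third kinetic reads (60 s intervals, ex 525/em 598 nm) after 50 nM THF-abasic TAMRA/BHQ-2 duplex was added to 0.75 nM APE1 preincubated 15 min with compound.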
Pol eta inh: inhibitors of human DNA polymerase eta; Q9Y253; recombinant Pol eta, fluorescent DNA replication assay; Potency, µM (doses to about 114 µM), without a hit: at the highest dose activity change, negative = inhibition, actives largely listed as inhibitors; actives 1.2% (n = 390,000); further: on the % scale 0 is the no-effect control and ±100 the full control effect
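Pol eta at 10 nM preincubated with compounds 15 min at room temperature; reaction started with fluorescent substrate (50 nM final) and read kinetically at 0 and 10 min.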
BAZ2B block: blocks human BAZ2B. Q9UIF8. AlphaScreen BAZ2B-H3K14Ac peptide displacement. Potency, µM (titrated, usually from 114 µM), for inactives: at the highest dose activity change, negative = inhibition, actives largely listed as inhibitors. actives 4.4% (n = 360,000). AID 504333; further: on the % scale 0 is the no-effect control and ±100 the full control effect; nearly all actives have a fitted effect of over 60% in size
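Inhibition is scored as reduced AlphaScreen emission. The BAZ2B/b-H3(5-23)K14Ac complex (50 nM each) in PBS pH 7.4, 0.01% Tween-20 meets compound (up to 110 uM) for 30 min at RT before bead addition.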
Pol kappa inh: blocks human DNA polymerase kappa activity; AID 588579; Q9UBT6; actives 0.53% (n = 400,000); Potency, µM (highest dose often 107 µM), without a hit: top-dose activity, negative = inhibition, hits mostly inhibitors; purified Pol kappa, fluorescent DNA synthesis assay, 10 min; further: on the % scale 0 is the no-effect control and ±100 the full control effect
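Here, compound and 10 nM enzyme are combined for 15 min at room temperature; adding 50 nM substrate (final) starts DNA synthesis, tracked by fluorescence at 0 and 10 min against buffer-only wells.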
Anesthetic bind: binds horse apoferritin like a general anesthetic | P02791 | apoferritin/1-aminoanthracene competitive binding, fluorescence | Potency, µM (top dose mostly 77.5 µM), inactives show at the highest dose activity change, negative = displacement, actives largely listed as inhibitors | actives 0.074% (n = 350,000) | AID 485281; further: on the % scale 0 is the no-effect control and ±100 the full control effect; nearly all actives have a fitted effect of over 20% in size
Target sequence (P02791 2-175 limits assumed): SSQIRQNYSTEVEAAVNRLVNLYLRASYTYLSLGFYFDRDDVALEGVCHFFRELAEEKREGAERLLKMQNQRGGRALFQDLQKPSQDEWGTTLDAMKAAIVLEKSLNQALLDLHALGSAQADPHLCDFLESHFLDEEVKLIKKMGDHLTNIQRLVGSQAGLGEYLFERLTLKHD
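Steps: apoferritin (10 uM) was premixed with half-saturated 1-AMA in PBS, compounds were pin-transferred, plates stood 10 min at room temperature, fluorescence was read at 380/535 nm, and curves were fitted with a Hill equation.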
POLI inh: blocks human DNA polymerase iota activity | Q9UNA4 | Pol iota fluorescent replication assay, 10 min | Potency, µM (series often up to 115 µM), inactives show at the top dose activity, negative = inhibition, hits mostly inhibitors | actives 1% (n = 390,000) | AID 588590
Target sequence (Q9UNA4 whole entry, looked up): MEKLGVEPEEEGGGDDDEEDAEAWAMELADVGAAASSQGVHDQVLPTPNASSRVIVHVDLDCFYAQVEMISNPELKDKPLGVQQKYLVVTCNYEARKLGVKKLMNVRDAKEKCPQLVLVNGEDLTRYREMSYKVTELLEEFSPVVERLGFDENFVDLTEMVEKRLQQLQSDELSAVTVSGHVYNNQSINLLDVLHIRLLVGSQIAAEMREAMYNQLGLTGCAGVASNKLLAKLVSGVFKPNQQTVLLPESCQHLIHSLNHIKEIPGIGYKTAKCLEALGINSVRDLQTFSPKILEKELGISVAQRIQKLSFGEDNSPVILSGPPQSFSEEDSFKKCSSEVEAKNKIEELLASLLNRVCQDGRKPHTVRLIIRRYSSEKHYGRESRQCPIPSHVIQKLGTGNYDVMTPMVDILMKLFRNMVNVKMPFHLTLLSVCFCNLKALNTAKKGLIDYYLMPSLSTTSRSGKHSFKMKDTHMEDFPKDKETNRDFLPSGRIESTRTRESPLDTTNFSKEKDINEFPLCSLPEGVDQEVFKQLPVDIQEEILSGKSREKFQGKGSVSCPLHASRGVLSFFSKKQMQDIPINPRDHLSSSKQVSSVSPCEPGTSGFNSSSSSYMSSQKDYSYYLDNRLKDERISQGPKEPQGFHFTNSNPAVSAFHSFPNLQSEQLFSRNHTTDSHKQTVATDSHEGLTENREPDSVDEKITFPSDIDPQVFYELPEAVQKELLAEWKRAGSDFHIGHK
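Pol iota at 10 nM preincubated 15 min with compounds at room temperature; reaction started with fluorescent substrate, 50 nM final. Fluorescence read kinetically at 0 and 10 min; buffer-only wells as negative control.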
BLM inh: blocks DNA unwinding by human BLM helicase. actives 0.2% (n = 350,000). Potency, µM (series often up to 56.1 µM), for inactives: top-dose activity change, negative = inhibition, actives largely listed as inhibitors. recombinant BLM DNA unwinding, fluorescence dequenching;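 further: plate controls were vehicle for no effect and no enzyme for full effect; nearly all actives have a fitted effect of over 35% in size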
G9a inh: inhibitors of human histone lysine methyltransferase G9a | actives 8.8% (n = 350,000) | Q96KQ7 | Potency, µM (series often up to 102 µM), without a hit: top-dose activity, negative = inhibition, hits mostly inhibitors | G9a H3K9 monomethylation, AlphaScreen, 2 h | AID 504332; further: on the % scale 0 is the no-effect control and ±100 the full control effect; nearly all actives have a fitted effect of over 75% in size
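Methyltransferase reactions run at room temperature for 2 h (20 nM enzyme, 500 nM biotin-H3K9 peptide, 20 uM SAM) after a 15 min compound preincubation; product detected by AlphaScreen beads and anti-H3K9me1 antibody.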
POLB inh: inhibitors of human DNA polymerase beta; Potency, µM (top dose mostly 114 µM), without a hit: at the top dose activity change, negative = inhibition, usual class: inhibitors; actives 1.3% (n = 340,000); P06746; Pol beta primer extension/strand displacement, fluorescence kinetic; AID 485314; further: on the % scale 0 is the no-effect control and ±100 the full control effect
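Preincubation: enzyme (10 nM) with compound, 15 min, RT. Reaction: substrate added to 50 nM final. Reads: 0 and 10 min. Analysis: normalized, Hill fit.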
An asterisk follows results filed as active; ? = inconclusive; . = not tested or not shown; & = joins results of further samples; [ ] = dose if it differs, or a comment. The call rests on the fitted dose curve; in most records, active means well fitted curve in the direction sought with a large enough effect; inconclusive means small, poorly fitted or top-dose-only effect, or another doubt; inactive means no such curve, though single readings can be large; an effect the other way counts as inactive or inconclusive. Potency means the concentration at half of the fitted maximal effect. An excerpt (hit frequency here may not be typical).

SMILES	APEX1 inh	Pol eta inh	BAZ2B block	Pol kappa inh	Anesthetic bind	POLI inh	BLM inh	G9a inh	POLB inh
O=C(COC(=O)CCc1nc2ccccc2c(=O)[nH]1)Nc1ccccc1Cl	-10.7%	?	-5.4%	-0.1%	-4.1%	-10.2%	-11.8%	-124.2%[59 µM]	-2.8%
CC(=O)N(C)c1ccc(OCC(O)CN(Cc2ccco2)S(=O)(=O)c2ccc(C)cc2)cc1 (configuration not stated)	-2.6%	-4.6%	-4.4%	-1.7%	-16.9%	3.9%	-5.3%	-39.3%[59 µM]	3.3%
COc1cc(Cl)c(C)cc1NC(=O)CCN1C(=O)NC(C)(C)C1=O	0.1%	-3.7%	8.9%	7.0%	.	40.3%[activator]	.	?	.
CCOC(=O)c1c(S(=O)(=O)NCC(=O)N2CCN(c3ccccc3OC)CC2)c(C)n(C)c1C	45.7%[activator]	-16.6%&-9.9%	?	5.7%	-10.3%&-7.5%	32.4%&18.3%[activator]	-0.4%&2.4%	0.3%[59 µM]	18.4%&33.8%
O=C1CSC2(C(=O)N(Cc3ccccc3)c3ccccc32)N1c1cccc(F)c1 (configuration not stated)	.	-20.7%	-33.0%	3.1%	3.1%	5.5%	-8.8%	-26.1%[59 µM]	5.3%
COc1ccc(C(=O)O/N=C(\N)c2ccncc2)cc1OC	0.6%	-12.1%	-3.8%	0.4%	-7.1%	6.7%	-9.1%	13.8%[59 µM]	18.1%
CN(C)Cc1c(C(=O)N/N=C/c2ccc(OCc3c(F)cccc3Cl)cc2)nnn1-c1nonc1N	1.9%	-9.5%	-22.5%	1.3%	-12.3%	-22.7%	-6.9%	25.6%	22.7%
CCN(CC)C(=O)C1=C(C)NC(=S)NC1c1ccc(C)s1 (configuration not stated)	-0.8%	1.9%	-10.8%	-5.7%	-6.8%	85.8%[activator]	-4.1%	-2.8%	-0.6%
Cc1ccccc1C(=O)N1CCC(C(=O)NC2CCCCCC2)CC1	62.8%[activator]	6.4%	-16.3%	3.5%	14.5%	48.3%[activator]	-3.7%	-16.7%	4.8%
O=c1c2ccccc2oc2c1ccc1ccccc12	26.2%	-7.2%	.	15.3%	.	-4.8%	.	.	.
Cc1cc(C)c(S(=O)(=O)c2ccccc2C)c(Oc2ccccc2)n1	-6.6%	-26.2%	11.1%	-9.9%	5.2%	18.3%	-4.3%	27.1%[59 µM]	2.5%
O=C(CN1C2=NCCCN2c2ccccc21)c1ccc2c(c1)OCO2	-1.7%	5.2%	-2.2%	-2.6%	-14.2%	9.6%	3.4%	-20.0%	28.2%
CC1CCN(S(=O)(=O)c2ccc3c(c2)N(CC(=O)NCCN(C)C)C(=O)CS3)CC1	.	-18.2%	-7.2%	-1.0%	-3.7%	16.1%	-0.7%	-28.3%[59 µM]	29.0%
O=S(=O)(c1cc(Cl)ccc1Cl)N1CCN(c2ccccn2)CC1	-16.6%	-25.2%	6.5%	-1.0%	2.5%	119.6%[activator]	-5.2%	23.2%	29.5%
COc1ccc(CCN(C)c2ccc(S(=O)(=O)N3CCCC3)cc2[N+](=O)[O-])cc1OC	-2.1%	-10.9%	?	-17.3%	-15.5%	3.5%	3.3%	-9.7%[59 µM]	-1.7%
CCn1c(=O)cc(SCC(=O)N2CCOCC2)c2ccccc21	16.8%	-15.7%	-8.0%	-5.0%	1.4%	-1.9%[58.9 µM]	-1.2%	4.4%[12.7 µM]	6.9%
COc1cccc(CNC(=O)CCC2CCCN(C(=O)CCC(F)(F)F)C2)c1 (configuration not stated)	5.3%	-7.2%	2.8%	-8.4%	-4.9%	23.4%	-1.8%	3.1%	29.1%
COc1ccc(CCCOC(Cn2ccnc2)c2ccc(OC)cc2)cc1 (configuration not stated)	-1.3%&-1.7%	.	.	2.6%&0.4%[19.4 µM]	?	.	.	?	.
Cc1ccccc1CNC(=O)Nc1ccc(Cl)cc1	-2.1%	-2.6%	-3.7%	-11.2%	-16.3%	0.8%	-1.6%	-4.6%	9.8%
Cc1cc2nn(-c3ccccc3)nc2cc1NC(=O)Cc1ccc(Cl)cc1	.	-13.8%	-20.2%	4.9%	18.3%	49.5%[activator]	-1.4%	14.1µM*	-0.9%
C=CC(=O)N1CCCC(Nc2nc(Nc3ccc(N(C)C(=O)CC)cc3C)nc3nc[nH]c23)C1 (configuration not stated)	-0.1%	-9.3%	.	2.3%	.	?	.	.	.
COc1cc(C2c3c(oc4ccccc4c3=O)C(=O)N2c2nnc(C(C)C)s2)cc(OC)c1OC (configuration not stated)	.	-11.1%	-3.2%	-19.1%	-4.6%	-3.3%	-3.4%	4.7%[59 µM]	2.5%
C=CCN1C(=O)C(CC(=O)O)SC1=Nc1cccc([N+](=O)[O-])c1 (configuration not stated)	3.6%	0.2%	-14.1%	-2.6%	-2.8%	25.7%	-0.2%	-13.0%	-1.3%
Cc1ccc(CNC(=O)c2cccc3c2C(=O)c2ccc(N4CCOCC4)cc2S3(=O)=O)cc1	3.8%	-14.2%	9.9%	0.3%	.	-10.8%	.	-5.7%[0.501 µM]	.
Cc1ccc2c(c1)CCCN2CC(=O)N(C)c1c(N)n(Cc2ccccc2)c(=O)[nH]c1=O	-10.5%	10.8%	1.6%	?	.	?	.	-17.7%[12.7 µM]	.

Gathered by group, the compounds so far with an aryl methoxy group
SMILES	APEX1 inh	Pol eta inh	BAZ2B block	Pol kappa inh	Anesthetic bind	POLI inh	BLM inh	G9a inh	POLB inh
COc1cc(Cl)c(C)cc1NC(=O)CCN1C(=O)NC(C)(C)C1=O	0.1%	-3.7%	8.9%	7.0%	.	40.3%[activator]	.	?	.
CCOC(=O)c1c(S(=O)(=O)NCC(=O)N2CCN(c3ccccc3OC)CC2)c(C)n(C)c1C	45.7%[activator]	-16.6%&-9.9%	?	5.7%	-10.3%&-7.5%	32.4%&18.3%[activator]	-0.4%&2.4%	0.3%[59 µM]	18.4%&33.8%
COc1ccc(C(=O)O/N=C(\N)c2ccncc2)cc1OC	0.6%	-12.1%	-3.8%	0.4%	-7.1%	6.7%	-9.1%	13.8%[59 µM]	18.1%
COc1ccc(CCN(C)c2ccc(S(=O)(=O)N3CCCC3)cc2[N+](=O)[O-])cc1OC	-2.1%	-10.9%	?	-17.3%	-15.5%	3.5%	3.3%	-9.7%[59 µM]	-1.7%
COc1cccc(CNC(=O)CCC2CCCN(C(=O)CCC(F)(F)F)C2)c1 (configuration not stated)	5.3%	-7.2%	2.8%	-8.4%	-4.9%	23.4%	-1.8%	3.1%	29.1%
COc1ccc(CCCOC(Cn2ccnc2)c2ccc(OC)cc2)cc1 (configuration not stated)	-1.3%&-1.7%	.	.	2.6%&0.4%[19.4 µM]	?	.	.	?	.
COc1cc(C2c3c(oc4ccccc4c3=O)C(=O)N2c2nnc(C(C)C)s2)cc(OC)c1OC (configuration not stated)	.	-11.1%	-3.2%	-19.1%	-4.6%	-3.3%	-3.4%	4.7%[59 µM]	2.5%

Next results follow:
SMILES	APEX1 inh	Pol eta inh	BAZ2B block	Pol kappa inh	Anesthetic bind	POLI inh	BLM inh	G9a inh	POLB inh
O=C(NC1(N2CCOCC2)CC1)c1ccc(Cl)cc1	-4.7%	-18.0%	-1.0%	-0.7%	7.9%	-9.7%	3.0%	46.3%[activator]	27.7%
CCOCCc1nn2c(=O)cc(COC(=O)c3ccccc3OC)nc2s1	.	-6.1%	-4.0%	1.6%	-18.5%	-10.4%	1.8%	15.0%[59 µM]	0.8%
Cc1nc(N2CCN(c3ccccn3)CC2)c2c(C)c(C(=O)N3CCN(c4cccc(Cl)c4)CC3)sc2n1	-3.4%	-11.8%	-13.8%	0.0%	-6.1%	24.9%	-4.6%	-12.5%	9.4%
O=C(CCn1c(=S)[nH]c2cc3c(cc2c1=O)OCO3)NCc1ccc(Cl)cc1	15.2%	-9.2%	-2.1%	-3.0%	-3.2%	14.0%	-3.1%	53.9%[activator][59 µM]	7.0%
CCC(C)Sc1nnc(-c2c[nH]c3ccccc23)n1CCOC (configuration not stated)	14.3%	0.0%	-7.8%	13.0%	-7.6%	?	-3.6%	-1.6%[59 µM]	17.0%
O=C(NCCCN1CCOCC1)c1cccc(S(=O)(=O)Nc2cc(Cl)ccc2Cl)c1	4.2%	-15.6%	-10.6%	-6.5%	0.2%	109.0%[activator]	-2.0%	-22.6%	26.6%
COc1ccc(NC(=O)Cn2c(=O)n(Cc3ccccc3Cl)c(=O)c3cc(OC)c(OC)cc32)cc1OC	.	2.2%	-1.5%	2.7%	-16.2%	-2.0%	-3.5%	4.0%[59 µM]	4.2%
CCN1CCN(C(=O)c2ccccc2N(C)S(=O)(=O)c2ccc(C)cc2)CC1	-3.5%	-7.2%	6.0%	-5.9%	-4.5%	27.3%	-2.1%	9.6%[59 µM]	?
COc1ccccc1CNC(=O)CSc1ccc(-c2sc(-c3ccccc3)nc2C)nn1	.	-14.3%	-38.5%	-15.9%	-2.2%	25.6%	-3.2%	-10.1%[59 µM]	29.4%
CCOc1ccc(NC(=O)Cn2c(=O)n(CCc3ccccc3)c(=O)c3c4c(sc32)CCCC4)cc1	.	-11.5%	0.7%	-5.2%	7.6%	22.7%	-4.0%	6.9%[59 µM]	18.2%
CCOc1ccc(CNC(=O)C2CCN(C(=O)N3CC(CC)Oc4ccccc43)CC2)cc1 (configuration not stated)	.	-14.1%	-9.7%	-14.1%	-2.0%	-11.4%	-9.2%	-20.2%[59 µM]	4.7%
COC(=O)N/N=C/c1ccccc1Cl	-1.0%	-0.6%	-3.0%	-9.7%	-15.4%	7.5%	-2.0%	35.4%	84.9%
C[C@@H](C(=O)NCCc1ccccc1)N1C(=O)N2CCc3c([nH]c4ccccc34)[C@@]2(C)C1=O	-6.3%	-18.9%	-1.7%	8.2%	-17.0%	20.0%	-2.6%	.	-14.9%
